# MITF TRPM1 inh = inhibitors of MITF-driven TRPM1 promoter in melanoma cells; SK-MEL-5 TRPM1 promoter luciferase, 24 h; inhibition, % at 12.5 µM; 0.83% of 330,000 active; AID 488899;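 active = mean inhibition across replicates of 60% or more, whatever share of single replicates reaches that level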; note: values of inactives mirror those of a sister screen read the other way
# TRAIL sens C8 = caspase-8 TRAIL sensitization; inhibition (viability loss, TRAIL sensitization), % at 10 µM; 1% of 360,000 active; NB7+C8 cells + TRAIL, ATPlite viability luminescence;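 active = compounds causing at least 50% loss of cell viability in the single-dose screen, relative to plate controls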
# Peg3 promoter = reduces Peg3 promoter-driven luciferase expression in HeLa | inhibition, % at 20 µM | 1.7% of 360,000 active | HeLa PEG-Prom luciferase reporter, luminescence, overnight;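 active = inhibition of at least 50% at 20 µM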
# KKLEB tox = CF airway cell cytotoxicity counter-screen; KKLEB CF airway cells viability, ATPlite luminescence, overnight; stronger effect = lower value; cells stimulated with P. aeruginosa culture filtrate; activity change (cytotoxicity), % at 5 µM; 0.36% of 360,000 active; AID 602141;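 active = corrected activity change at or below -50% at 5 µM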
# NR2E3 ag-1 = agonists of human nuclear receptor NR2E3. Q9Y5X4. 0.12% of 320,000 active. inhibition of corepressor binding, % at 4.78 µM. AID 2300. GST-NR2E3/biotin-RetCOR TR-FRET, 1536-well;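 active = percent inhibition above the cutoff of mean plus 3 SD of all tested compounds, set per screening campaign, cut at about 20% in these data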;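 note: 0% = DMSO wells and 100% = biotin wells as full block of FRET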
# Target sequence (Q9Y5X4 whole entry, looked up): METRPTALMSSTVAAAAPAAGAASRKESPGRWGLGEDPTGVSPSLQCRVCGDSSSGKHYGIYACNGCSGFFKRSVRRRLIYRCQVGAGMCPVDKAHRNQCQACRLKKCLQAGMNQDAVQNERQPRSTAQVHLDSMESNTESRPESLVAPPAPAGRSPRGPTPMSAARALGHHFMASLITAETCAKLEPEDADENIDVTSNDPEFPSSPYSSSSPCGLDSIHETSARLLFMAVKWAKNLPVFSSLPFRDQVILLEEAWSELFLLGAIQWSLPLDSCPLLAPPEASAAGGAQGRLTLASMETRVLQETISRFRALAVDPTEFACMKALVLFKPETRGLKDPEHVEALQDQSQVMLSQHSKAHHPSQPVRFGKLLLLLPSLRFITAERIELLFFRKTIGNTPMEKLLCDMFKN
#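 Material – GST-tagged NR2E3 plus biotinylated RetCOR corepressor · Quantity – NR2E3 fusion 1.35 nM · Times – 5 h incubation at 4 °C · Medium – pH 7.5 Tris-based buffer · Technique – TR-FRET, Eu(K)-anti-GST donor, streptavidin-D2 acceptor, ex 340, em 617/671 nm · Benchmarks – high control biotin, low control 0.6% DMSO · Format – 1536-well plates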
# HIF-2a inh = inhibitors of HIF-2a | 786-0 RCC cells HIF-2a reporter, luciferase luminescence, overnight | inhibition, % at 18.8 µM | 0.72% of 360,000 active | AID 624352;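 active = inhibition of the luminescence signal of 40% or more relative to plate controls, in a single-dose primary screen at 18.75 µM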
# Shn3 3UTR inh = Schnurri-3 reporter inhibition in Clone20 osteoblasts; 0.52% of 360,000 active; inhibition, % at 12.5 µM; Clone20 osteoblast Shn3 3'UTR firefly luciferase, 24 h;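 active = mean inhibition of at least 75% with every replicate also reaching 75%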;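 note: 0% = median of neutral control wells and 100% = pilot-screen positive control compound; some compounds past the cut are filed as inactive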
# CF NFkB block = inhibitors of cystic fibrosis induced NF-kB; KKLEB NF-kB-GFP reporter, PAF-induced, GFP fluorescence overnight; inhibition, % at 5 µM; 0.86% of 360,000 active; AID 588850;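 active = at least 50% inhibition at 5 µM, scaled per plate between neutral and stimulator controls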;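 note: PAF is a Pseudomonas aeruginosa culture filtrate used as stimulus; plate controls were PAF-stimulated DMSO wells for no effect and unstimulated DMSO wells for full effect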
# NR2E3 ag-2 = agonists of human NR2E3 nuclear receptor; Q9Y5X4; CHO-S Gal4-NCOR/VP16-NR2E3 two-hybrid, luciferase; inhibition of corepressor binding, % at 3.98 µM; 0.35% of 360,000 active; AID 602229;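 active = inhibition above the mean of all tested compounds plus 3 SD, cut at about 70% in these data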;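 note: 0% = DMSO with NR2E3 transfected cells and 100% = cells lacking NR2E3 construct; higher means lower luciferase signal from less NR2E3 corepressor binding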
# TWEAK-Fn14 inh = inhibitors of TWEAK-Fn14 interaction signaling | TWEAK-stimulated Fn14 reporter cells, luciferase luminescence, 8 h | inhibition, % at 10 µM | 2% of 360,000 active | AID 1159606; in the data active = inhibition above about 50%
# TROY signal inh = inhibitors of TROY-dependent NF-kB signaling. Q293 LMP1-TROYcd NF-kB luciferase reporter, 4 h. inhibition, % at 10 µM. 0.98% of 360,000 active;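 active = compounds whose plate-normalised and pattern-corrected inhibition of the luciferase reporter signal at the single screening dose is 50% or more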
# * marks the source's active call; other numbers are inactive results; · = not tested or not shown.
entry	molecule	MITF TRPM1 inh	TRAIL sens C8	Peg3 promoter	KKLEB tox	NR2E3 ag-1	HIF-2a inh
1	CCc1cc(=O)oc2cc(C)cc(OC(C)C(=O)NCC(O)c3ccccc3)c12 (configuration not stated)	10	0	6	4	-3	11
2	O=c1cc(Cc2ccc([N+](=O)[O-])cc2)[nH]c(=O)[nH]1	1	-10	5	2	·	13
3	COc1ccc(/C=C2/C(=O)ON=C2C)cc1Cl	1	-10	18	-11	-1	31
4	CN(CC(=O)Nc1cccc(F)c1)C(=O)c1ccc2c(c1)CC(c1ccccc1)OC2=O (configuration not stated)	14	10	12	-20	·	-2
5	CC(OC(=O)c1cnccn1)C(=O)Nc1nc(-c2cccc([N+](=O)[O-])c2)cs1 (configuration not stated)	·	-12	-195	-8	4	-203
6	COc1ccc(NS(=O)(=O)c2cccc(Cl)c2)cc1S(=O)(=O)N1CCCCC1	2	3	22	5	0	10
7	COc1ccc(C(=O)Nc2cc(Cl)ccc2C(=O)O)cc1	7	5	-26	0	6	-90
8	Cn1cnc(S(=O)(=O)N2CCN(c3ccccc3)CC2)c1	5	10	-3	-2	0	12
9	CC(=O)Nc1nc2ccccc2n1CCN1CCOCC1	-2	4	10	-17	-2	-1
10	Cc1cccc(C2c3[nH]c4ccccc4c3CCN2C(=O)c2ccc(=O)[nH]c2)n1 (configuration not stated)	13	-7	7	-8	-2	18
11	COc1cccc(C(=O)Nc2nnc(-c3ccccc3)s2)c1	-76	13	-326	2	·	-318
12	Cn1c(CCNC(=O)c2ccccc2Cl)n[nH]c1=S	-1	-6	4	-8	0	8
13	CCCCOCCCNC(=O)C[C@@H]1C[C@@]2(C(=O)OCC)CCCC=C2N(Cc2ccco2)C1=O	·	-11	·	·	·	3
14	Cc1c(O)c2ccccc2n(-c2ccccc2)c1=O	4	-26	5	2	0	20
15	O=C(NCCN1C(=O)S/C(=C\c2ccc(OC(F)F)cc2)C1=O)[C@@H]1CCCN1C(=O)c1cccs1	9	-12	2	-8	0	9

entry	Shn3 3UTR inh	CF NFkB block	NR2E3 ag-2	TWEAK-Fn14 inh	TROY signal inh
1	-4	2	-8	4	-10
2	-6	-13	-1	-3	-1
3	8	5	-33	10	-2
4	21	28	-21	14	18
5	-51	-22	-21	-16	-33
6	-14	5	-12	5	2
7	8	-12	-35	-20	2
8	-12	1	1	0	-9
9	13	8	2	12	-37
10	-21	-18	-6	3	0
11	-79	13	-86	1	-51
12	-8	-1	-15	6	-1
13	·	·	-21	8	-2
14	-11	7	-6	-5	8
15	11	-61	-10	-38	-45

# Next section:
entry	molecule	MITF TRPM1 inh	TRAIL sens C8	Peg3 promoter	KKLEB tox	NR2E3 ag-1	HIF-2a inh
16	C=CCn1c(CNC(=O)c2ccccc2C)nnc1SCC(=O)NC1CCCC1	5	-3	4	-1	1	2
17	CCOC(=O)Cn1nnnc1C(CC)N(Cc1cccs1)Cc1cc2ccc(OC)cc2[nH]c1=O (configuration not stated)	-13	1	-1	9	-4	17
18	COc1cccc(-c2cn(-c3cccc(C(F)(F)F)c3)c(=S)[nH]2)c1	-9	-4	-30	-10	·	-134
19	O=C(Cn1cc2c(n1)CCCC2)NCCCN1CCN(c2ccccc2F)CC1	9	-4	-5	8	0	10
20	CC(=O)c1csc(CS(=O)(=O)c2ccccn2)n1	8	4	5	-5	-2	8
21	O=C(CCSc1ccccc1)NC1CCCC1	-4	4	-18	6	4	-140
22	COc1ccc(-c2ccc(C(=O)NCc3ccc(C(F)(F)F)cc3)c3occc23)c(C)c1	·	11	-24	-12	·	-53
23	CC(=O)C1C(c2ccc(F)c(F)c2)NC(=O)NC1(O)C(F)(F)F (configuration not stated)	-10	-12	8	10	1	-10
24	COc1cccc(CNC(=O)C2CCN(c3ncnc4c3nc3n4CCCCC3)CC2)c1	1	-12	7	1	-1	12
25	CN1C(=O)/C(=C/c2ccc(OCc3cccc(F)c3)cc2)NC1=S	5	5	-5	-2	0	2
26	Cc1nn(CCCC(=O)NCc2ccc(F)cc2)c(=O)c2nccn12	·	-10	9	3	1	2
27	CCS(=O)(=O)N1CCN(S(=O)(=O)c2ccccc2)CC1	6	-6	14	0	1	11
28	O=c1[nH]c(C2CCCN(S(=O)(=O)c3ccccc3)C2)nc2c1nnn2Cc1cccc(Cl)c1 (configuration not stated)	-12	-13	42	5	5	27
29	Cc1cc(OC(C)C(=O)N(Cc2cccs2)C2CCS(=O)(=O)C2)ccc1Cl (configuration not stated)	-7	14	14	5	3	17
30	O=C(CCCc1nc(-c2ccc(Cl)cc2)no1)Nc1cccnc1	4	8	13	-6	-1	14

entry	Shn3 3UTR inh	CF NFkB block	NR2E3 ag-2	TWEAK-Fn14 inh	TROY signal inh
16	0	6	-19	-19	0
17	6	0	-11	-13	-3
18	-9	-1	-17	2	-18
19	3	6	6	-3	-18
20	0	5	-15	14	3
21	-28	-14	-112	11	-20
22	19	10	-13	19	-3
23	-10	4	8	-3	15
24	1	4	14	-15	-2
25	17	6	-31	-6	2
26	11	-3	9	-6	-9
27	6	0	13	9	24
28	6	22	14	17	11
29	4	28	17	19	7
30	66	-16	-12	11	20

# (continued)
entry	molecule	MITF TRPM1 inh	TRAIL sens C8	Peg3 promoter	KKLEB tox	NR2E3 ag-1	HIF-2a inh
31	CC1C(=O)N(Cc2ccccc2)c2ccccc2N1C(=O)c1ccccc1 (configuration not stated)	9	-1	21	11	1	27
32	O=C(Cn1ccsc1=NC(=O)c1ccco1)c1ccccc1	-1	-9	-14	10	0	-13
33	O=C(CC(Nc1ccccc1Cl)C(=O)O)c1ccccc1 (configuration not stated)	8	13	-84	-7	3	-167
34	CN(CC(O)COc1ccc(S(=O)(=O)N2CCOCC2)cc1)C1CCCCC1 (configuration not stated)	-8	-7	0	-3	5	18
35	Cc1ccc(NC(=O)C2CC(=O)N(CCc3ccccc3)C2)c(C)c1 (configuration not stated)	23	-10	4	-2	2	15
36	Nc1ncc(-n2cncn2)c(-c2ccc(Cl)cc2)n1	-6	-6	6	6	5	20
37	COc1ccc(S(=O)(=O)N2CCOC23CCN(S(=O)(=O)c2ccc(F)cc2)CC3)cc1	-9	10	21	-5	0	6
38	COc1ccccc1Nc1nc(C)cc(C)c1C(N)=O	4	3	6	-2	-1	9
39	Brc1ccc(-c2nc3c4ccccc4ccn3c2Cc2ccccc2)cc1	·	0	-97	-1	·	-52
40	COc1ccc(NC(=O)CC2SC(=Nc3ccccc3)NC2=O)c(OC)c1 (configuration not stated)	8	-19	1	-5	-2	7
41	N#C/C(=C\c1ccccc1[N+](=O)[O-])C(=O)NCc1ccccc1	-1	16	16	-7	3	22
42	COc1ccc(NCc2cc3ccccc3[nH]c2=O)cc1	-6	-2	-40	5	-1	-87
43	N#CCCN(C(=O)COc1ccc(C#N)cc1)c1ccc(F)cc1	20	-7	15	7	0	6
44	COC(=O)C1=C(C(=O)OC)[C@@H]2Nc3ccccc3[C@@]23C[C@@H](C(=O)OC)N(C(=O)COCc2ccccc2)C3=N1	0	-5	19	-5	2	5
45	CC(C(=O)NC(c1ccccc1)c1ccccc1)N1CCOCC1 (configuration not stated)	3	12	13	-16	4	5

entry	Shn3 3UTR inh	CF NFkB block	NR2E3 ag-2	TWEAK-Fn14 inh	TROY signal inh
31	28	1	16	21	10
32	-3	-3	-10	3	-41
33	-76	-6	-41	61*	65*
34	37	6	-26	0	8
35	-5	-3	-46	-8	8
36	-29	11	-15	8	-3
37	21	13	3	6	21
38	4	2	-6	3	16
39	-33	-11	-22	25	2
40	-64	13	15	-19	4
41	-4	4	-28	-3	-17
42	-14	-1	-22	-23	-56
43	13	-1	-2	0	-8
44	22	9	13	32	10
45	1	-4	-22	10	16

# Some of the entries above, set out differently.
# Screens in order: MITF TRPM1 inh	TRAIL sens C8	Peg3 promoter	KKLEB tox	NR2E3 ag-1	HIF-2a inh	Shn3 3UTR inh	CF NFkB block	NR2E3 ag-2	TWEAK-Fn14 inh	TROY signal inh
(31) CC1C(=O)N(Cc2ccccc2)c2ccccc2N1C(=O)c1ccccc1 (configuration not stated)
→ 9	-1	21	11	1	27	28	1	16	21	10
(32) O=C(Cn1ccsc1=NC(=O)c1ccco1)c1ccccc1
→ -1	-9	-14	10	0	-13	-3	-3	-10	3	-41
(33) O=C(CC(Nc1ccccc1Cl)C(=O)O)c1ccccc1 (configuration not stated)
→ 8	13	-84	-7	3	-167	-76	-6	-41	61*	65*
(34) CN(CC(O)COc1ccc(S(=O)(=O)N2CCOCC2)cc1)C1CCCCC1 (configuration not stated)
→ -8	-7	0	-3	5	18	37	6	-26	0	8
(35) Cc1ccc(NC(=O)C2CC(=O)N(CCc3ccccc3)C2)c(C)c1 (configuration not stated)
→ 23	-10	4	-2	2	15	-5	-3	-46	-8	8
(36) Nc1ncc(-n2cncn2)c(-c2ccc(Cl)cc2)n1
→ -6	-6	6	6	5	20	-29	11	-15	8	-3
(37) COc1ccc(S(=O)(=O)N2CCOC23CCN(S(=O)(=O)c2ccc(F)cc2)CC3)cc1
→ -9	10	21	-5	0	6	21	13	3	6	21
(38) COc1ccccc1Nc1nc(C)cc(C)c1C(N)=O
→ 4	3	6	-2	-1	9	4	2	-6	3	16
(39) Brc1ccc(-c2nc3c4ccccc4ccn3c2Cc2ccccc2)cc1
→ ·	0	-97	-1	·	-52	-33	-11	-22	25	2

# Continuation.
entry	molecule	MITF TRPM1 inh	TRAIL sens C8	Peg3 promoter	KKLEB tox	NR2E3 ag-1	HIF-2a inh
46	COc1ccc(NC(=O)/C(Cl)=C(/Cl)S(=O)Cc2ccc(C)cc2)cn1 (configuration not stated)	113*	96*	109*	-105*	-3	91*
47	Cc1ccc(-n2c(SCC(=O)OC(C)C)nnc2-c2ccccn2)cc1	8	-7	11	-6	-3	14
48	Cc1n[nH]c(=S)n1/N=C/c1ccccc1OCc1ccc(Cl)cc1Cl	-6	-2	-24	2	2	5
49	O=C(CCc1ccccc1)N[C@@H]1c2ccccc2CC[C@H]1OCc1ccccc1	-17	12	-7	-26	·	18
50	O=C(OCc1ccccc1Cl)c1ccccc1C(=O)c1ccccc1	-20	2	-99	-7	3	-230
51	CC(C)CCOP(=O)(c1ccc(N(C)C)cc1)C(O)c1c(Cl)cccc1Cl (configuration not stated)	6	14	50	-3	2	17

entry	Shn3 3UTR inh	CF NFkB block	NR2E3 ag-2	TWEAK-Fn14 inh	TROY signal inh
46	97*	90*	84*	98*	-29
47	5	-2	-2	-2	-8
48	1	-2	0	-8	-21
49	2	9	-18	2	11
50	-27	1	-33	-29	-60
51	-15	-4	-7	13	1

# Source: PubChem BioAssay

# These rows are one share of the data (hit frequency here may not be typical).
